TbPYK inhibitor – inhibitors of Trypanosoma brucei pyruvate kinase | Q57TT1 | TbPYK enzyme, Kinase-Glo Plus ATP luminescence, 45 min | Potency, µM (doses to about 76.8 µM), for the others: at the top dose activity, negative = inhibition, hits mostly inhibitors | 410,000 compounds, 0.12% hits | AID 624173; further: potency means the concentration at half of the fitted maximal effect; nearly all actives have a fitted effect of over 50% in size
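Glycolytic pyruvate kinase of T. brucei was incubated with substrate, test compound and 130 uM ADP for 45 minutes at room temperature. Luminescent Kinase-Glo Plus signal was measured after 10 minutes.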
LmPK inhibitor – blocks Leishmania mexicana pyruvate kinase activity; Q27686; AID 1721; 290,000 compounds, 0.37% hits; Potency, µM (doses to about 57.5 µM), inactives show at the top dose activity change, negative = inhibition, most hits filed as inhibitors; purified LmPK, Kinase-Glo ATP luminescence, 1 h; further: potency means the concentration at half of the fitted maximal effect
Target sequence (Q27686 whole entry, looked up): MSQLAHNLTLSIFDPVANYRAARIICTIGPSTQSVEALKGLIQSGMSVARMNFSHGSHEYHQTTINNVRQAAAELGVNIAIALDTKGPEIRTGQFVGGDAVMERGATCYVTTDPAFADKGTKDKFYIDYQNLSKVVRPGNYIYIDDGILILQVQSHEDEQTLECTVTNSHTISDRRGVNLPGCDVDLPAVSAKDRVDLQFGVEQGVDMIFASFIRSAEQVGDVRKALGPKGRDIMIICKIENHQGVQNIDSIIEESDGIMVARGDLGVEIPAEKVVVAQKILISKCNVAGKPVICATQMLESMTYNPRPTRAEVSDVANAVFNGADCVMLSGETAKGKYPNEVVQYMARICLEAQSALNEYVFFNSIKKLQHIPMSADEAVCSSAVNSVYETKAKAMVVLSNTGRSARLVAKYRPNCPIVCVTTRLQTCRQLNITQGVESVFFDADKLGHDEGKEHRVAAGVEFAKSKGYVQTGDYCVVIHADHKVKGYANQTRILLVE
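ATP generated from ADP (0.1 mM) and PEP (0.5 mM) by 0.1 nM LmPK over 1 h at room temperature (pH 7.2 imidazole buffer) was detected by coupled luciferase luminescence. Values were normalized to uninhibited and no-enzyme wells.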
AmpC no deterg – inhibitors of E. coli AmpC beta-lactamase without detergent; P00811; AmpC nitrocefin hydrolysis, absorbance 480 nm, 0.0001% Triton; Potency, µM (highest dose often 57.1 µM), for the others: at the highest dose activity change, negative = inhibition, most hits filed as inhibitors; 330,000 compounds, 0.52% hits; AID 485341;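 further: potency means the concentration at half of the fitted maximal effect; plate controls were no compound for no effect and no enzyme for full effect; nearly all actives have a fitted effect of over 20% in size; some results filed as inactive show a strong effect at the top dose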
Target sequence (P00811 whole entry, looked up): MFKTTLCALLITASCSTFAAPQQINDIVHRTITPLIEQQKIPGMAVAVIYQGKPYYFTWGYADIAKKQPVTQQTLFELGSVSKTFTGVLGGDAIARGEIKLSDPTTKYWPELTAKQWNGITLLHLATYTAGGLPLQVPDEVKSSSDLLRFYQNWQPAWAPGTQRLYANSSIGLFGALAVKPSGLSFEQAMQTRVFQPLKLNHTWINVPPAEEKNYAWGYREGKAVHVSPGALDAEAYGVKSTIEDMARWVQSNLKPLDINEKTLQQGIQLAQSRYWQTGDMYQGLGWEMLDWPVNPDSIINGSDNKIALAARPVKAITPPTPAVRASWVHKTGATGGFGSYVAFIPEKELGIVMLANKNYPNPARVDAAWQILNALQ
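20 mM phosphate pH 7.0 + 0.01% (detergent screen) or 0.0001% Triton X-100; 5.3 nM AmpC reagent; cpd preinc 15 min RT; nitrocefin (800 uM stock) to start; A480 q20 s × 4 min; Activity was normalised to no-enzyme and no-compound control wells.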
AmpC inh detg – blocks E. coli AmpC beta-lactamase in detergent assay. P00811. AmpC hydrolysis of nitrocefin, absorbance 480 nm, 0.01% Triton. Potency, µM (titrated, usually from 114 µM), inactives show at the highest dose activity change, negative = inhibition, hits mostly inhibitors. 370,000 compounds, 0.041% hits. AID 485294;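 further: potency means the concentration at half of the fitted maximal effect; 0% = no-compound wells and -100% = no-enzyme wells; nearly all actives have a fitted effect of over 25% in size; some results filed as inactive show a strong effect at the top dose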
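AmpC (5.3 nM in the dispensed reagent) in 20 mM phosphate pH 7.0 with 0.01% (detergent screen) or 0.0001% Triton X-100 was preincubated with compounds for 15 min at room temperature. Nitrocefin was then added from an 800 uM solution, and hydrolysis was followed at 480 nm.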
HCMV inh – human cytomegalovirus inhibition; AID 1259415; 410,000 compounds, 4.5% hits; HFF cells, HCMV-luciferase reporter, 72 h; stronger effect = lower value; activity change, negative = inhibition, % at 57.5 µM; in the data active means activity change below about -60%; inconclusive means no clear call, values can overlap the other calls; inactive means above about -39%
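Screen run at 2 compound doses on HFFs infected with reporter HCMV, MOI 1 PFU/cell. Luciferase activity from cell lysates at 72 h post infection gave inhibition relative to buffer-only and Salinomycin wells.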
Sm TGR inh – S. mansoni TGR enzyme inhibition; purified TGR, DTNB reduction, TNB absorbance 405 nm; Potency, µM (titrated, usually from 114 µM), inactives show at the top dose activity change, negative = inhibition, actives largely listed as inhibitors; 360,000 compounds, 3% hits; AID 485364; further: potency means the concentration at half of the fitted maximal effect; nearly all actives have a fitted effect of over 60% in size
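Kinetic colorimetric format: TGR-catalysed, NADPH-driven DTNB reduction monitored via TNB absorbance. Enzyme dispensed at 20 nM; compound exposure 15 min at room temperature before reaction start.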
AMA1 RON2 block – disrupts binding of P. falciparum AMA1 to RON2 | 360,000 compounds, 0.2% hits | AlphaScreen AMA1-biotinylated RON2 peptide binding | Potency, µM (top dose mostly 58.2 µM), for inactives: top-dose activity change, negative = inhibition, hits mostly inhibitors | AID 720542;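 further: potency means the concentration at half of the fitted maximal effect; 0% = vehicle wells and -100% = peptide control; nearly all actives have a fitted effect of over 45% in size; some results filed as inactive show a strong effect at the top dose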
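AMA1 (3D7) with his tag at 25 nM final met compounds first, then biotinylated RON2 peptide at 25 nM; detection used donor plus acceptor beads, 10 µg/mL apiece, read by AlphaScreen after 30 min at room temperature.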
Numbers without * were called inactive; ? = inconclusive; · = no result given; [ ] = remark or other dose. Unless noted, the call rests on the fitted dose curve; in most records, active means well fitted curve in the direction sought with a large enough effect; inconclusive means small, poorly fitted or top-dose-only effect, or another doubt; inactive means no such curve, though single readings can be large; an effect the other way counts as inactive or inconclusive. Unless noted, on the % scale 0 is the no-effect control and ±100 the full control effect.

SMILES | TbPYK inhibitor | LmPK inhibitor | AmpC no deterg | AmpC inh detg | HCMV inh | Sm TGR inh | AMA1 RON2 block
COc1ccc(NC(=O)CN2CCC(n3c(C)nc4cc(F)ccc43)CC2)c(OC)c1 | -6% | -2% | 64%[activator] | -3% | 9 | 1% | 12%
O=C(CSC1=Nc2ccccc2C2=NC(c3ccccc3)C(=O)N12)NCC1CCCO1 (stereo unspecified) | 2% | 5% | 1% | 3% | · | -32% | -8%
C=CCN1C=C2C(=O)C(C)(OC(=O)c3cnc4ccccc4n3)C(=O)C=C2C=C1/C=C/COC (stereo unspecified) | -6% | 1%[11.5 µM] | · | · | -4 | · | ?
O=C(CC1NCCNC1=O)OCc1ccccc1 (stereo unspecified) | -9% | -11% | -18% | -1% | 29 | 3% | 33%[activator]
O=C(CNC(=O)c1ccco1)OCC(=O)c1ccc(Br)cc1 | -2% | 0% | 4% | 3% | 16 | -12% | 5%
COC(=O)CCC(=O)OC1(C)C(=O)C2=CN(CCc3ccccn3)C(c3ccc(OC)cc3)=CC2=C(Br)C1=O (stereo unspecified) | -16% | -6%[11.5 µM] | · | · | · | · | -15%
Cc1ccccc1NC(=O)Cc1nc(COC(=O)CNS(=O)(=O)c2cccc(Br)c2)cs1 | 1% | 0% | -29% | 3% | 4 | -29% | 0%
Fc1cccc(NC(=S)NCCN2CCOCC2)c1 | -15% | -5% | -17% | -2% | 32 | 4% | 6%
CCOC(=O)CNC(=O)CSc1nc2cccnc2n1CC | 5% | 0% | -19% | -3% | 50 | -3% | 0%
Cc1[nH]c2c(C)cccc2c1CCNC(=O)c1ccc2c(c1[N+](=O)[O-])C(=O)c1ccccc1C2=O | -5% | -4% | -39% | -1% | ? | -22% | -16%
Cc1cccc(CC(=O)NCc2nc3cccnc3n2Cc2ccc(F)cc2)c1 | -1% | · | · | -7% | -63* | 0% | ·
COC(=O)c1cc(C(=O)OC)cc(N2C(=O)CC(NNC(=O)c3ccc(C)cc3)C2=O)c1 (stereo unspecified) | -10% | 5% | -13% | -9% | 2 | -3% | 12%
CCN(CC)Cc1c[nH]c2ccccc12 | -6% | 1% | -33% | -13% | 63 | ? | -3%
CNC(=S)N(Cc1ccc(OC)cc1)C1CC(=O)N(c2ccc(OC)cc2)C1=O (stereo unspecified) | -12% | 1% | 2% | -8% | ? | 4% | ?
COC(=O)c1ccc(N2C(=O)C3C4C=CC(CC4)C3C2=O)cc1 (stereo unspecified) | 4% | -1% | 2% | -11% | 13 | 5% | -4%
COc1ccccc1N1CCN(C(=O)c2cccc(N3C(=O)NC4CC3(C)Oc3c(OC)cccc34)c2)CC1 (stereo unspecified) | -1% | -8% | 181%[activator] | -7% | -14 | -3% | -2%
CCCSC1=C(C#N)C(c2cccs2)C(C(=O)Nc2ccccc2)=C(C)N1 (stereo unspecified) | 2% | 2% | -46% | -14% | ? | 35µM* | 15%
Cc1ccc(C(C)NC(=S)NC2CCCCC2)cc1C (stereo unspecified) | · | 4% | -38% | -6% | -75* | 5% | ·
COCCCn1c(C(=O)NCCC2=CCCCC2)cc2c(=O)n3cccc(C)c3nc21 | 1% | 7% | -23% | 5% | -28 | 1% | 2%
Nc1ccc(Oc2ccc3c(c2)OCO3)cc1 | 0% | 2% | -3% | 1% | 120 | -1% | -18%
CCN(CC)c1sc(S(=O)(=O)c2ccccc2)nc1S(=O)(=O)c1ccc(C)cc1 | -9% | · | · | 3% | -73* | -1% | ·
O=C(NCCOc1ccccc1)c1cc([N+](=O)[O-])ccc1N1CCOCC1 | 0% | · | 28% | -8% | 46 | -11% | -25%
Cc1ccccc1NC(=O)CN1CCC(n2nnc3ccccc32)CC1 | -1% | -1% | -1% | 5% | 25 | 6% | -1%
O=C(CCN1CCN(C(c2ccccc2)c2ccccc2)CC1)N/N=C/c1ccc(O)cc1 | -3% | 1% | -20% | -8% | -33 | 4% | 0%
O=S(=O)(Nc1ccccc1N1CCOCC1)c1ccccc1C(F)(F)F | 2% | · | -15% | · | 51 | · | -4%
SMILES | TbPYK inhibitor | LmPK inhibitor | AmpC no deterg | AmpC inh detg | HCMV inh | Sm TGR inh | AMA1 RON2 block
Cc1nc([N+](=O)[O-])c(N2CCN(Cc3ccccc3)CC2)n1Cc1ccccc1 | 0% | 3% | 75%[activator] | -4% | -3 | -2% | -17%
Cc1ccc2nc(-c3cccc(NC(=O)c4cccc5ccccc45)c3)oc2c1 | -5% | · | · | 0% | -6 | 11% | ·
O=C(CCOc1ccccc1)N1CCN(c2ccc(O)cc2)CC1 | 2% | -15% | 2% | 7% | ? | ? | 8%
Cc1ccc(N=CC2=C(O)CC(c3ccccc3Cl)CC2=O)cc1 (stereo unspecified) | 4% | 5% | -11% | ? | 45 | 0% | -3%
CC(=O)Oc1ccc(/C=N/NC(=O)C2CCCN2S(=O)(=O)c2ccc(Cl)cc2)cc1 (stereo unspecified) | -2% | 1% | 11% | ? | -10 | -8% | 19%
COc1ccc(C(=O)N2CCN(c3ccccn3)CC2)cc1 | · | 3% | -5% | ? | -13 | -1% | -2%
COc1ccc(OC)c(S(=O)(=O)N(C(C)=O)c2ccc3oc(=O)sc3c2)c1 | -27% | -12% | -59% | -3% | -19 | 6% | 6%
Cc1cccc2c(=O)n(C(=O)c3ccccc3)c(N)nc12 | -14% | · | · | · | 11 | · | 13%
CCCCc1c(O)nc(SCC(=O)Nc2ccc3c(c2)CCC3)[nH]c1=O | -13% | 4% | -45% | -9% | 48 | -9% | -3%
Cc1ccc(S(=O)(=O)NCC(=O)OCC(=O)N2CC(=O)Nc3ccccc32)cc1 | -4% | · | -5% | · | -21 | · | -2%
COc1cc(OC)nc(NC(=O)CSc2nnc(-c3ccccc3)n2C2CCCCC2)n1 | -4% | · | · | · | 1 | · | 3%
Cc1nc(SCC(=O)N2CCN(c3ccccn3)CC2)c(C#N)c(C)c1C | -20% | · | 19% | · | -16 | · | -9%[11.6 µM]
COc1ccc(SC[C@H](Cc2ccccc2)N2CC[C@@H](O)CCC2=O)cc1 | -12% | · | 95%[activator] | 6% | -2 | -1% | -1%
C=CCNC(=S)NNC(=O)c1cccn(Cc2ccc(Cl)cc2Cl)c1=O | 11µM* | 3% | 1% | -3% | -15 | 6% | 91%[activator]
CCOc1cccc(C(=O)Nc2cc(-c3ccc(C)cc3)no2)c1 | 3% | · | · | -2% | 14 | 13% | ·
Cc1cccc(NC(=O)Cn2c(O)c(N=NC(=O)c3ccccc3O)c3ccccc32)c1 | 2% | -3% | -10% | -15% | -29 | -2% | -5%
COc1ccc(CCNC(=O)COC(=O)c2cnc(C)cn2)cc1OC | 2% | -3% | 1% | ? | -10 | 0% | -1%
COc1cccc(C(O)c2ncc(-c3cccc(F)c3)[nH]2)c1 (stereo unspecified) | 4% | · | · | · | 50 | · | -2%
CCN(CC(=O)N1CCC(C(N)=O)CC1)S(=O)(=O)c1ccc(Cl)cc1 | 0% | -2% | 2% | 10% | 38 | -1% | -3%
CC(=O)NC(=O)NC1OC(=O)C(Cl)=C1Cl (stereo unspecified) | -11% | 9% | -9% | ? | 42 | 3.5µM* | 16%
CCc1ccc(C(=O)NNc2ccccc2F)cc1 | 8% | -5% | -11% | -5% | ? | -6% | 0%
COc1cc2c(cc1OC)-c1cc(Nc3ccccc3Br)nc(=O)n1CC2 | 1% | 5% | -33% | -10% | -28 | 7% | -1%
Cc1cc(C(=O)NCCN2CCN(c3cccc(Cl)c3)CC2)n(-c2ccccc2)n1 | 5% | -2% | 139%[activator] | ? | -36 | -15% | -7%
S=c1[nH]nc(-c2ccco2)n1-c1ccc(Cl)cc1 | ? | 18µM* | -15% | 9% | -61* | 30% | 83%[activator]
C=C1[C@H](C)CN(S(=O)(=O)C(C)(C)C)[C@H]1CCO | -13% | · | · | · | 0 | · | 31%[activator]

Overlap with the part before: 2 entries, then new ones.
SMILES | TbPYK inhibitor | LmPK inhibitor | AmpC no deterg | AmpC inh detg | HCMV inh | Sm TGR inh | AMA1 RON2 block
S=c1[nH]nc(-c2ccco2)n1-c1ccc(Cl)cc1 | ? | 18µM* | -15% | 9% | -61* | 30% | 83%[activator]
C=C1[C@H](C)CN(S(=O)(=O)C(C)(C)C)[C@H]1CCO | -13% | · | · | · | 0 | · | 31%[activator]
COc1ccc(-c2nnc(SCc3cc(C)ccc3C)n2N)cc1 | · | -4% | -13% | -6% | -35 | 2% | -2%
Cc1cccnc1C(NC(=O)C1CCN(CCOc2ccc(Cl)cc2Cl)CC1)c1ccc(Cl)cc1 (stereo unspecified) | -6% | · | · | · | 87 | · | -1%
O=C(/C=C/c1ccc(Cl)c([N+](=O)[O-])c1)Nc1ccc(N2CCCC2)cc1 | -12% | 0% | -37% | -5% | ? | -16% | ?
Cc1cc(C)nc(NC(=O)c2csnn2)c1 | -4% | 5% | -26% | 2% | -6 | 5% | 5%
CC(=O)Nc1cc2c3c(c1)CCC(=O)N3CCC2 | -4% | -4% | -4% | 1% | -15 | 6% | -8%
O=c1c2ccccc2oc2nc(-c3ccco3)n(CCc3ccccc3)c(=O)c12 | · | -3% | -19% | ? | · | -2% | ·
O=C(COc1ccc2ccc(=O)oc2c1)N1CCN(c2ccc(F)cc2)CC1 | -6% | 6% | 13% | -1% | ? | 6% | -2%
O=C(NCCC1=CCCCC1)c1cccc2c1C(=O)N(C1CCCCC1)C2 | 1% | 18% | -22% | ? | -5 | -1% | 0%
N/C(=N\OC(=O)c1ccc(F)cc1)c1ccc(Br)cc1 | -3% | -2% | -32% | 2% | -16 | 2% | 2%
CCCCCCCCN1C(=O)[C@H](CC(=O)N2CCOCC2)C[C@@]2(C(=O)OC)CCCCC=C12 | -7% | · | · | · | -13 | · | -3%
Cc1cc(C)cc(C(=O)NC(CC(N)=O)c2ccc(N3CCN(c4ccccn4)CC3)c([N+](=O)[O-])c2)c1 (stereo unspecified) | 3% | -2% | 1% | -9% | 2 | 0% | -5%
c1cncc(Nc2nc(-c3cccs3)cs2)c1 | ? | -5% | -38% | 2% | 157 | 0% | 19%
COc1cc(/C=N/NC(=S)NCCc2ccccc2)cc(OC)c1OC | -12% | -2% | -26% | 0% | 26 | 11% | 37%[activator]

A portion from further up:
SMILES | TbPYK inhibitor | LmPK inhibitor | AmpC no deterg | AmpC inh detg | HCMV inh | Sm TGR inh | AMA1 RON2 block
c1cncc(Nc2nc(-c3cccs3)cs2)c1 | ? | -5% | -38% | 2% | 157 | 0% | 19%
COc1cc(/C=N/NC(=S)NCCc2ccccc2)cc(OC)c1OC | -12% | -2% | -26% | 0% | 26 | 11% | 37%[activator]
